From PubChem
Pf growth 48h: P. falciparum growth inhibition at 48 hours (one generation) | P. falciparum luciferase growth in erythrocytes, 48 h | Potency, µM (highest dose often 28.7 µM), for the others: at the highest dose activity change, negative = inhibition, hits mostly inhibitors | 310,000 tested, 5.9% active | AID 504832; also: potency is read from the fitted curve at half-maximal effect; % is scaled to controls: 0 for no effect and ±100 for the full control effect
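Compounds are pin-transferred into medium, infected erythrocytes (2% hematocrit, 0.1% parasitemia final) are added, and plates sit one parasite generation at 37 C in 5% CO2. Detection reagent is then added and luminescence measured.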
TbPYK inhibitor: blocks Trypanosoma brucei pyruvate kinase; 410,000 tested, 0.12% active; Potency, µM (top dose mostly 76.8 µM), without a hit: at the top dose activity, negative = inhibition, most hits filed as inhibitors; Q57TT1; AID 624173; TbPYK enzyme, Kinase-Glo Plus ATP luminescence, 45 min; also: potency is read from the fitted curve at half-maximal effect; % is scaled to controls: 0 for no effect and ±100 for the full control effect; nearly all actives have a fitted effect of over 50% in size
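T. brucei PYK with substrate was exposed to pin-transferred compounds across a concentration series, then started with 130 uM ADP (final). After 45 min at room temperature, Kinase-Glo Plus luminescence was read, normalized and curve-fitted.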
Shiga inhibitor: Shiga toxin inhibition; Vero cells, Shiga toxin protein synthesis inhibition reporter; inhibition, % at 38.7 µM; 290,000 tested, 9.2% active; in the data active = inhibition mostly above about 28%, no sharp cut-off; inactive = mostly below about 43%; also: 0% is about no effect
LmPK inh: blocks Leishmania mexicana pyruvate kinase activity; Q27686; purified LmPK, Kinase-Glo ATP luminescence, 1 h; Potency, µM (highest dose often 57.5 µM), without a hit: top-dose activity change, negative = inhibition, hits mostly inhibitors; 290,000 tested, 0.37% active; AID 1721; also: potency is read from the fitted curve at half-maximal effect; % is scaled to controls: 0 for no effect and ±100 for the full control effect
Target sequence (Q27686 whole entry, looked up): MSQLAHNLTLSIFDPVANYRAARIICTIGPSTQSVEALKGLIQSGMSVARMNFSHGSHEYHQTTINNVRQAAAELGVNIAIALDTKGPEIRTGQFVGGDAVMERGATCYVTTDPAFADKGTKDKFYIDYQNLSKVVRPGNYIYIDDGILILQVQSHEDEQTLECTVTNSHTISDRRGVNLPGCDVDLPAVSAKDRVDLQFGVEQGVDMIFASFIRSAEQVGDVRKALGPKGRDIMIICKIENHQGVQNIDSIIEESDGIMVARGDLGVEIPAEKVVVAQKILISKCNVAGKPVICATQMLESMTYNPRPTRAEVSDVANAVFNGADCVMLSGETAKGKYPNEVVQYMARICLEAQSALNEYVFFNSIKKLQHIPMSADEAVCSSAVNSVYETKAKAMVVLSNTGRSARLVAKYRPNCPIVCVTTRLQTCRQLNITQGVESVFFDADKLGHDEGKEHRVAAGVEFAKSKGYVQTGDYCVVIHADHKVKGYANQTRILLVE
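Purified LmPK (0.1 nM) converted ADP (0.1 mM) to ATP with PEP (0.5 mM) in imidazole buffer pH 7.2 with KCl and MgCl2, 1 h at room temperature. ATP was read by Kinase-Glo luminescence; data normalized to uninhibited and no-enzyme controls.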
AmpC no deterg: blocks E. coli AmpC beta-lactamase in detergent-free assay | P00811 | AmpC nitrocefin hydrolysis, absorbance 480 nm, 0.0001% Triton | Potency, µM (titrated, usually from 57.1 µM), for inactives: at the highest dose activity change, negative = inhibition, most hits filed as inhibitors | 330,000 tested, 0.52% active | AID 485341;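 also: potency is read from the fitted curve at half-maximal effect; plate controls were no compound for no effect and no enzyme for full effect; nearly all actives have a fitted effect of over 20% in size; some results filed as inactive show a strong effect at the top dose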
Target sequence (P00811 whole entry, looked up): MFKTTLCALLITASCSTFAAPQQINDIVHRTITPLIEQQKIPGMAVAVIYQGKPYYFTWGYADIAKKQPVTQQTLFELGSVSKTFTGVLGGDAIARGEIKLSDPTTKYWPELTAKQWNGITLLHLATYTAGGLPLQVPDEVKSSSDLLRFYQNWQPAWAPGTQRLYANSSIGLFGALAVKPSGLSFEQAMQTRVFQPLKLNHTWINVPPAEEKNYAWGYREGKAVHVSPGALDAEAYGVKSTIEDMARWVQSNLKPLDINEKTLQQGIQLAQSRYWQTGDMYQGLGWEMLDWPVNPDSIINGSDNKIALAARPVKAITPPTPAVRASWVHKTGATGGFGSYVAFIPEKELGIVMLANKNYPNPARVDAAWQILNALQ
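20 mM phosphate pH 7.0 + 0.01% (detergent screen) or 0.0001% Triton X-100; 5.3 nM AmpC reagent; cpd preinc 15 min RT; nitrocefin (800 uM stock) to start; A480 q20 s × 4 min; Activity was normalised to no-enzyme and no-compound control wells.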
Pf growth 96h: inhibits malaria parasite growth, 96 h; P. falciparum luciferase reporter growth, 96 h; Potency, µM (doses to about 28.7 µM), without a hit: at the top dose activity change, negative = inhibition, actives largely listed as inhibitors; 320,000 tested, 6.9% active; also: potency is read from the fitted curve at half-maximal effect; % is scaled to controls: 0 for no effect and ±100 for the full control effect
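Luminescence readout: decreased luciferase signal marks inhibited growth of reporter-expressing P. falciparum in infected red cells (2% hematocrit, 0.05% parasitemia final), exposed to compound two generations (96 h, 37 C, 5% CO2).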
CHX counter: counter-screen for Shiga toxin inhibitors: cycloheximide protein synthesis inhibition; max response, %; cell reporter, cycloheximide protein synthesis inhibition counterscreen; 300,000 tested, 12% active; AID 2314; in the data active = max response mostly above about 13%, no sharp cut-off; inactive = mostly below about 14%; also: read at 38.3 µM for the half of the compounds with a filed dose; 0% is about no effect
The depositor's hits bear a star; ? = inconclusive; / = no result given; & = joins results of further samples; [ ] = another dose, or the depositor's remark. Unless noted, calls follow the shape of the dose curve; as a rule, active = well fitted curve in the direction sought with a large enough effect; inconclusive = small, poorly fitted or top-dose-only effect, or another doubt; inactive = no such curve, though single readings can be large; an effect the other way counts as inactive or inconclusive. This is a random part of the collection, and some 22% of all compounds hit somewhere here.

mol	CHX counter	LmPK inh	Shiga inhibitor	AmpC no deterg	Pf growth 48h	Pf growth 96h	TbPYK inhibitor
CC1=CC(C)(C)N(S(=O)(=O)c2ccc(C)cc2)c2ccc(C)cc21	-5	1%	-5	-47%	/	10µM*	-6%
COc1ccc(S(=O)(=O)N2CCN(C(=S)NCCc3ccccc3)CC2)cc1	-1	-4%	-3	-45%	4.1µM*	?	6%
COC(=O)N1C(=O)[C@@](CC(C)C)(c2ccccc2)N1C(=O)OC	16*	5%	17	17%	27%	75%[activator]	/
COc1cc(C)ccc1OCc1cc(C(=O)NCCN2CCCC(O)C2)no1 (centres undefined)	-2	6%	5	0%	30%[activator]	?	1%
Cc1cc2c(cc1S(=O)(=O)N1CCN(c3ccccc3F)CC1)OCC(=O)N2	10	0%	-8	-4%	6%	?	3%
COc1cc(C(=O)NCCOc2ccc(F)cc2)c(Br)c(OC)c1OC	3	-3%	12	34%	14%[5.75 µM]	3%	-26%
CCOC(=O)c1cc(CC)sc1NC(=O)COC(=O)c1cc[n+]([O-])cc1	-3	0%	-10	-9%	4%	39%[activator]	0%
COc1ccccc1N1C(=O)c2cccc3cccc(c23)C1=O	-3	4%	-4	-4%	?	33%[activator]	3%
CCc1ccc(C(=O)Nc2cc3c(cc2Cl)OCCCO3)cc1	60*	1%	84*	8%	83%[activator]	285%[activator]	-10%
O=c1c2ccccc2nc2n1-c1ccccc1CCC2	-3	-7%	-3	-18%	-13%	-4%	9%
CCc1ccc(N=c2c([N+](=O)[O-])nn(-c3ccc4c(c3)OCCO4)n2O)cc1	34*	6%	46*	-30%	8%	?	2%
O=C(Nc1cccc(S(=O)(=O)N2CCCCC2)c1)C1CCCC1	/	/	/	-24%	?	?	0%
Cc1nn(Cc2cccc(C(=O)Nc3ccn(Cc4ccccc4F)n3)c2)c(C)c1[N+](=O)[O-]	-2	-1%	-27	-31%	-9%	/	-6%
CCN(CC)S(=O)(=O)c1ccc2c(c1)nc(SC(C)C(=O)NCC1CCCO1)n2CC (centres undefined)	4	-5%	-6	86%[activator]	?	?	5%
O=C(NC1CCCC1)C(c1cccnc1)N(Cc1ccccc1)C(=O)c1csnn1 (centres undefined)	-5	6%	20	-12%	-1%	-19%	13%
C=CCNC(=O)c1ccc(CN(c2ccc(OCC)cc2)S(=O)(=O)c2ccc(C)cc2)cc1	-3	1%	2	12%	7.4µM*	0%	-8%
COc1ccc(/C=N/n2cnc3c([nH]c4ccc(F)cc43)c2=O)cc1CN1CCCC1	-2	0%	-13	-4%	?	?	2%
Cc1c(NC(=O)COC(=O)c2ncc(Cl)c(Cl)c2Cl)c(=O)n(-c2ccccc2)n1C	/	/	/	-11%	6%	22%	1%
CCc1cc(C(=O)N2CCN(c3ncccn3)CC2)sc1C	/	/	/	-2%	?	-10%	-3%
O=C(CCN1C(=O)C2CCCCC2C1=O)Nc1ccc(Br)cc1F (centres undefined)	/	/	/	-6%	70%[activator]	4%	5%
O=C(Nc1ccc(-c2nc3ccccc3s2)c(OC(=O)c2ccccc2)c1)c1ccccc1	30*	4%	26	-19%	135%[activator]	3%	-4%
C[C@]12CC[C@@H]3c4ccc(O[C@@H]5O[C@H](C(=O)O)[C@@H](O)[C@H](O)[C@H]5O)cc4CC[C@H]3[C@@H]1C[C@@H](O)[C@@H]2O	-2	2%	0	-7%	9%	-20%	-8%
O=C(CN1C(=O)C2CC=CCC2C1=O)OCc1cc(=O)n2cc(Br)ccc2n1 (centres undefined)	-2	1%	6	13%	17%	22%	1%
C=CC(=O)NC(C)(C)CCN1CCOCC1	-2	13%	23	40%[activator]	0.93µM*	28%	-2%
CCOC(=O)CCNCC1COc2ccccc2O1 (centres undefined)	-1	1%	7	?	10%	22%	-2%
O=C1N=C(N2CCN(c3cccc4ccccc34)CC2)S/C1=C/c1cccs1	9	1%	1	-23%	8.3µM*	9.3µM*	7%
CN1CC[C@@]2(C)c3cc(O)ccc3N(C)C2O1 (some centres undefined)	-9	/	6	/	/	/	-20%
COc1ccccc1CC1(C)NC(=O)N(CC(=O)N2CCc3ccccc3C2)C1=O (centres undefined)	-4	9%	-15	51%	/	?	2%
CCn1cc(S(=O)(=O)CC(=O)Nc2ccc(C)cc2)c2ccccc21	0	0%	-11	-12%	6%	2.6µM*	1%
COc1cccc(/C=C/C(=O)c2ccc3c(c2)OCO3)c1OC	/	/	/	-6%	4%	-2%	5%
Cc1cccc(CNC(=O)c2ccc3nc(Cc4ccccc4F)oc3c2)n1	58*	-9%	111*	70%[activator]	-22%	-2%	0%
Cc1ccc(Cl)cc1N1CCN(CC(=O)Nc2ccc(CN3CCCCC3)cc2)CC1	-5	4%	13	29%	?	?	-4%
Cc1nccc(-c2cccc(NC(=O)Nc3ccc(Cl)cc3)c2)n1	16	4%	14	-13%	?	?	-2%
COc1cc2c(cc1OC)C13CCN4CC5=CCOC6CC(=O)N2C1C6C5CC43 (centres undefined) (tested in a mixture with another compound)	-2	-1%	9	-19%	?	?	5%
O=C(Nc1cc(Cl)ccc1-n1cncn1)c1ccc([N+](=O)[O-])o1	/	/	/	-33%	?	?	0%
C/C(=N/NS(=O)(=O)c1ccc(C)c(C)c1)c1ccncc1	1	-10%	-2	-23%	12%	19%	4%
O=c1c(Cl)c2oc3ccccc3nc-2c2ccccc12	15	10%	-19	-26%	13µM*	-8%	3%
COc1cc([N+](=O)[O-])ccc1NC(=O)CSc1nccn1C	15	-1%	-2	-3%	12%	0%	3%
N/C(=N\OC(=O)COc1ccc2ccccc2c1)c1ccncc1	31*	2%	34*	69%[activator]	42%[activator]	-8%	2%
COC(=O)c1ccccc1NC(=S)NC(=O)c1ccccc1	9.0*	1%	49	-35%	57%[activator]	39%[activator]	-8%
O=C(COC(=O)c1ccccc1NCCO)Nc1cccc(S(=O)(=O)NC2=NCCCCC2)c1	/	/	/	-37%	-6%	?	-9%
O=C(OCc1cc(=O)n2ccsc2n1)c1ccc(OC(F)F)cc1	/	/	/	-11%	46%[activator]	6%	5%
O=C(c1ccc(Br)o1)N1CCN(C/C=C/c2ccccc2)CC1	-1	2%	-13	60%[activator]	?	180%[activator]	-24%
Nc1nnc(SCc2ccccc2F)s1	10	-4%	24	-30%	14%	71%[activator]	-1%
Cc1cccc(N2C(=O)CC(N3CCC(c4nc5ccccc5[nH]4)CC3)C2=O)c1 (centres undefined)	1	-10%	-13	12%	/	20%	0%
Cc1ccc(C)c(SCC(=O)OCC(=O)NCc2ccccc2)c1	-4	5%	26	-15%	30%[activator]	9%	-3%
Cc1sc2ncnc(N3CCC(C(=O)N(C)CC(=O)Nc4ccccc4Br)CC3)c2c1C	1	0%	-15	194%[activator]	?	?	-7%
CC1=C(C)CC(C(=O)c2ccccc2)C(C(=O)O)C1 (centres undefined)	-2	-2%	-15	-5%	-3%	0%	1%
COc1ccccc1NC(=O)C(C/C=C(/C)Cl)C(C)=O (centres undefined)	6	7%	19	-11%	-24%	-20%	-18%
O=C(COC(=O)Cn1cnc2ccccc2c1=O)NCCC1=CCCCC1	-1	-3%	-11	22%	21%	42%[activator]	-9%

Shown as labelled records: entries from further up.
O=C(c1ccc(Br)o1)N1CCN(C/C=C/c2ccccc2)CC1
  CHX counter: -1
  LmPK inh: 2%
  Shiga inhibitor: -13
  AmpC no deterg: 60%[activator]
  Pf growth 48h: ?
  Pf growth 96h: 180%[activator]
  TbPYK inhibitor: -24%

Nc1nnc(SCc2ccccc2F)s1
  CHX counter: 10
  LmPK inh: -4%
  Shiga inhibitor: 24
  AmpC no deterg: -30%
  Pf growth 48h: 14%
  Pf growth 96h: 71%[activator]
  TbPYK inhibitor: -1%

Later entries.
mol	CHX counter	LmPK inh	Shiga inhibitor	AmpC no deterg	Pf growth 48h	Pf growth 96h	TbPYK inhibitor
CN1CCc2c(sc(/N=C/c3cc(C(C)(C)C)ccc3O)c2C#N)C1	2	0%	11	-1%	2%	?	-15%
CSc1nc(N(C)C)nc(N2CC(=O)N(CCNS(=O)(=O)c3ccc(C)cc3)C2=N)n1	-4	-1%	-3	44%	?	?	0%
COc1ccc(OC)c(NC(=O)C2CCCC2)c1	-2	3%	-3	-15%	-7%	-21%	2%
CC(C)S(=O)(=O)N1CCCC(C(=O)c2cccc(Cl)c2)C1 (centres undefined)	-2	6%	-9	2%	-4%	?	0%
O=C(Oc1cccc([N+](=O)[O-])c1)c1cc(-c2ccccc2)nc2ccccc12	-1	6%	-4	-14%	29%	?	-11%
CCn1ncc(Br)c1C(=O)Nc1cc([N+](=O)[O-])ccc1C	-2	-2%	-5	-22%	11%	33%[activator]	1%
Cc1noc(C)c1COc1ccc(C(=O)N2CCN(c3ccccc3F)CC2)cc1	/	/	/	91%[activator]	?	2%	-9%
Cc1ccc(Sc2c(C=O)c3ccccc3n2C)cc1	8	8%	-7	-42%	-26%	0%	6%
CC(C)(CO)NCC(O)COc1ccc2c(c1)CCC2 (centres undefined)	-10	-7%	-11	-19%	-8%	-22%	-9%
CCCSc1ncc(Cl)c(C(=O)Nc2ccc(S(=O)(=O)Nc3ncccn3)cc2)n1	4	0%	28	18%	24%	35%[activator]	2%&-7%
COc1ccc(CC(=O)NCc2cn3ccsc3n2)cc1	-5	-1%	-17	-13%	/	4%	4%
O=C(N/N=C/c1ccco1)c1cc(C2CC2)nc2ccccc12	4	1%	-5	28µM*	13%	37%[activator]	/
Cc1cc(-c2onc(C)c2C(=O)Oc2ccc(Cl)cc2)no1	-4	0%	-3	-14%	10%	36%[activator]	0%
CCOC(=O)N1CCC(NCc2c(C(=O)N(C)Cc3ccccc3)nc3ccccn23)CC1	6	0%	13	94%[activator]	?	?	-6%
Cc1cc(/C=C2/C(=O)NC(=O)N(Cc3ccco3)C2=O)c(C)n1-c1ccccc1O	0	-5%	-16	-32%	3%	?	-8%
CCc1nn(CC(=O)NCCCN2CCN(CC)CC2)c(=O)c2cc3occc3n12	-3	-1%	-2	-24%	13%	?	-1%&-4%
CSc1nc(-c2ccccc2)c2cc(Cl)ccc2n1	-2	3%	-13	-10%	-7%	-1%	0%
CON/C=C(\C=Nc1ccccc1)c1ncc(C(F)(F)F)cc1Cl	-4	-1%	-4	-28%	?	61%[activator]	-5%
COCCCn1cnc2oc3nc4ccccc4nc3c2c1=O	37*	-7%	98*	-8%	113%[activator]	79%[activator]	1%
CCCCNC(=O)c1ccccc1C(=O)NCCCC	1	-1%	-2	1.1µM*	4%	-1%	-28%
C[C@H]1CN=C(N(C)C)N1CC1CCCC1	/	/	/	-22%	-19%	?	-2%
COc1ccc(OC)c(CCNC(=O)CN2C(=O)CC(C)(C)S(=O)(=O)c3ccccc32)c1	-8	-1%	-11	32%	/	-58%	-1%
